Assay outcomes: PubChem, National Center for Advancing Translational Sciences (NCATS)
pAkt inh – HTS Assay for Inhibitors of Akt Phophorylation: Primary Screen; Neuro2A IGF-stimulated pAkt S473 HTRF, 20 min; active compounds read low; activity change, % for hits at 50 µM; hit rate 0.32% among 360,000; AID 651550, 2012; in the data active means activity change below about -80%; inconclusive means mostly about -51% to -80%; further: on the % scale 0 is the no-effect control and ±100 the full control effect
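Neuro2A cells in DMEM with 0.5% FBS, overnight at 37 deg C, given compound at single 50 µM final, then IGF (6 nM final) for 20 min at 37 deg C. Lysed; phospho-Akt Ser473 by HTRF after 24 h, 665/615 ratio.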
D3 antag – qHTS of D3 Dopamine Receptor Antagonist: qHTS; D(3) dopamine receptor (Homo sapiens), P35462; D3R cells, DiscoveRx beta-arrestin luminescence, antagonist mode; active compounds read low; max response, negative = inhibition, %; hit rate 2.5% among 360,000; AID 652054, 2013; in the data active means max response below about -50%; inconclusive means no clear call, values can overlap the other calls; further: on the % scale 0 is the no-effect control and ±100 the full control effect; mostly tested at two doses, the higher about 12 µM
Target sequence (P35462 whole entry, looked up): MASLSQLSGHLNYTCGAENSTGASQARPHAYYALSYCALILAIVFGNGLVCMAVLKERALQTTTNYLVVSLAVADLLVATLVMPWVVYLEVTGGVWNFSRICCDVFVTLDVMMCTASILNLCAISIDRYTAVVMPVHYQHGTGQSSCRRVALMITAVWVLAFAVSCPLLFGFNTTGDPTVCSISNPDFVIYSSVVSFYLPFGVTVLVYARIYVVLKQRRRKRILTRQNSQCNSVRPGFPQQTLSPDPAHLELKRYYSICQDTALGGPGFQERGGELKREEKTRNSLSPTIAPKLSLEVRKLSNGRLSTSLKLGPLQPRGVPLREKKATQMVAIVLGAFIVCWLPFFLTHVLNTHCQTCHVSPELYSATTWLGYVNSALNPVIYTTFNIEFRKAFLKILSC
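Cells plated overnight at 1500 cells/well, then exposed to library compounds with dopamine controls for 90 minutes at 37 degrees C. DiscoveRx reagent added for 30–60 minutes at room temperature; luminescence read, quantitative HTS format.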
EPAC2 ag – qHTS for Agonist of cAMP-regulated guanine nucleotide exchange factor 4 (EPAC2): primary screen | AID 720711, 2013 | Rap guanine nucleotide exchange factor 4 (Homo sapiens), Q8WZA2 | hit rate 0.079% among 360,000 | Potency, µM (doses to about 154 µM), for the others: at the top dose activation, hits mostly activators | EPAC2 activation, biochemical qHTS; response scale: 100% = 6.5 mM cAMP response; further: potency means the concentration at half of the fitted maximal effect; nearly all actives have a fitted effect of over 50% in size
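Fluorescence exchange assay: 100 nM EPAC2 with 250 nM RAP1B-BODIPY-GDP and 50 uM GDP; compounds tested as a concentration-titration series (qHTS). Loss of Rap1-bound BODIPY-GDP fluorescence read at 480/540 nm; data normalized to 6.5 mM cAMP.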
CCT modulator – High-Throughput Screening for Modulators of Cytosolic Chaperonin Activity; purified chaperonin ATPase assay, HTRF ADP detection, 30 min; activity change, % (concentration not given with the values), hits read low; hit rate 0.3% among 360,000; AID 651819, 2012; in the data active means activity change below about -30%; further: on the % scale 0 is the no-effect control and ±100 the full control effect
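ATPase activity: ADP formed was measured by HTRF Transcreener (665/615 nm ratio) after 30 min at 37 deg C with 10 uM ATP. Compounds screened at one 76 uM concentration against 40 or 20 nM TRiC in Tris pH 7.4/KCl/MgCl2/DTT buffer.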
Mm-Cpn inhibitor – Inhibitors of TCP-1 ring complex (TRiC) of Methanococcus maripaludis (MmCpn): qHTS; Chaperonin Mm-Cpn (Methanococcus maripaludis); purified Mm-Cpn ATPase, ADP Transcreener TR-FRET; Potency, µM (series often up to 76.9 µM), for the others: at the highest dose activity, negative = inhibition, actives largely listed as inhibitors; hit rate 0.031% among 330,000; further: potency means the concentration at half of the fitted maximal effect; on the % scale 0 is the no-effect control and ±100 the full control effect; nearly all actives have a fitted effect of over 80% in size
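TR-FRET (320 nm excitation; 590 and 665 nm emission) reports ADP made from 10 uM ATP by 25 nM enzyme; compounds were preincubated 10 min, reaction run 30 min, both at 37°C.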
D3 ag – qHTS of D3 Dopamine Receptor Agonist: qHTS; D(3) dopamine receptor (Homo sapiens), P35462; D3R DiscoveRx beta-arrestin cells, luminescence, 90 min; max activation, %; hit rate 0.58% among 410,000; in the data active means max activation above about 30%; further: 0% is about no effect; mostly tested at two doses, the higher about 12 µM
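Agonist-mode cell screen: cells plated at 1500/well and incubated overnight at 37 °C, then exposed to library compounds for 90 min at 37 °C. Detection reagent was added for 30–60 min at room temperature, and luminescence was read.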
PTHR1 ag – qHTS for PTHR1 Agonists: Primary Screen. Parathyroid hormone/parathyroid hormone-related peptide receptor (Homo sapiens), Q03431. AID 743266, 2014. hit rate 0.075% among 410,000. HEK293 GP2 PTHR1 cells, GloSensor cAMP luminescence, 1 h. Potency, µM (series often up to 115 µM), for the others: top-dose activation, actives largely listed as activators; further: potency means the concentration at half of the fitted maximal effect; nearly all actives have a fitted effect of over 55% in size; some results filed as inactive show a strong effect at the top dose; inactives centre near -15; many of its hits are not listed in these tables
Target sequence (Q03431 whole entry, looked up): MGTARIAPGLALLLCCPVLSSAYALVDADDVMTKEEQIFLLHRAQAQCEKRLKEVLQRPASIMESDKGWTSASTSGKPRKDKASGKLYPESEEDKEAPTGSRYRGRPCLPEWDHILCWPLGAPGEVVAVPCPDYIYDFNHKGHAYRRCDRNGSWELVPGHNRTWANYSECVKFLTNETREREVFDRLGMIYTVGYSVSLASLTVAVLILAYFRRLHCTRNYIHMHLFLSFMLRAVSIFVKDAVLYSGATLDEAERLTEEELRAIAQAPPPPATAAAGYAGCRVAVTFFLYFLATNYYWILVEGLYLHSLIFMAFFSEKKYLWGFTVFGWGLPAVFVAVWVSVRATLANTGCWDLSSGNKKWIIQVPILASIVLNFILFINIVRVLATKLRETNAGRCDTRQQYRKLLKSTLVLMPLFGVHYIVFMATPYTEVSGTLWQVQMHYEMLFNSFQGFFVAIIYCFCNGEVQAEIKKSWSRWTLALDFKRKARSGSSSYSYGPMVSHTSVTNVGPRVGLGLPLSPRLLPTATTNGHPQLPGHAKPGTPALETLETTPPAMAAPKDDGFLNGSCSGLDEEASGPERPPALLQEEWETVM
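HEK-293-derived GP2 cells expressing PTHR1 and a GloSensor cAMP reporter, 3,000/well, plated overnight, given luciferin plus IBMX (each 0.5 mM as added) for 1 h at 37 °C, then compound for 1 h at 37 °C. Luminescence was read after 15 min at room temperature.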
EPAC2 antagonist – qHTS for Antagonist of cAMP-regulated guanine nucleotide exchange factor 2 (EPAC2): primary screen. hit rate 0.18% among 360,000. Rap guanine nucleotide exchange factor 4 (Homo sapiens), Q8WZA2. Potency, µM (series often up to 114 µM), without a hit: top-dose activity, negative = inhibition, most hits filed as inhibitors. EPAC2 GEF exchange of Rap1B-BODIPY-GDP, fluorescence. AID 720708, 2013; further: potency means the concentration at half of the fitted maximal effect; on the % scale 0 is the no-effect control and ±100 the full control effect; nearly all actives have a fitted effect of over 45% in size; many of its hits are not listed in these tables
Numbers without * were called inactive; i = inactive; ? = inconclusive; . = not tested or not shown; & = joins results of further samples; [ ] = remark or other dose. Unless noted, the call rests on the fitted dose curve; in most records, active means well fitted curve in the direction sought with a large enough effect; inconclusive means small, poorly fitted or top-dose-only effect, or another doubt; inactive means no such curve, though single readings can be large; an effect the other way counts as inactive or inconclusive. An excerpt, so the mix of outcomes need not match the whole.

The line under a structure holds: pAkt inh | D3 antag | EPAC2 ag | CCT modulator | Mm-Cpn inhibitor | D3 ag | PTHR1 ag | EPAC2 antagonist
CCOC(=O)c1cc2c(C)nn(-c3ccccc3)c2s1
  i | 12 | -3% | -2.8 | -13% | -2 | i | -1%
CC(C)CCNC(=O)CCCOc1ccccc1
  i | -17 | 2% | -7.6 | -1% | -9 | i | 7%
CCOCc1nnc(NC(=O)c2ccc(NC(C)=O)cc2)s1
  i | -12 | 5% | -2.1 | -2% | -4 | -2% | 5%
O=C(O)c1ccc(/C=N/Nc2nc3ccccc3[nH]2)cc1
  i | -10 | -1% | -2.9 | 0% | 3 | -21% | -2%
NC(=O)c1ncn([C@@H]2O[C@H](CNCc3ccccc3OCc3ccc(Cl)cc3Cl)[C@@H](O)[C@H]2O)n1
  i | 18 | 1% | -2.5 | . | 9 | i | 10%
Cn1c2ccc(F)cc2c2nnc(NN)nc21
  i | -4 | -1% | -0.6 | -3% | 4 | i | 0%
Cc1nn(-c2ccccc2)c(Cl)c1C(=O)Nc1nnc(C2CCCCC2)s1
  i | 10 | 11% | 0.1 | 0% | 8 | -27% | -4%
Cc1cc(N2CCN(C(C(=O)NC3CCCC3)c3ccco3)CC2)c2ccccc2n1 (configuration not stated)
  i | 25 | 2% | . | . | 10 | i | 0%
CC(=O)C1=C(C)NC(=O)NC1c1cc(Br)ccc1OCC(N)=O (configuration not stated)
  i | 10 | 6% | -5.4 | 0% | -7 | i | -2%
CC1(C)COC2(OC1)C(=O)Nc1ccccc12
  i | -11 | -12% | -3.1 | -6% | -2 | i | -7%
CCNC(=S)N1CC(C)OC(C)C1 (configuration not stated)
  i | 19 | -4% | -0.5 | -3% | 0 | i | 4%
COc1ccc(S(=O)(=O)N2CCC(N3CCCC3)CC2)cc1
  i | -8 | 8% | 0.2 | -2% | -12 | i | 12%
COc1ccc(S(=O)(=O)NCCOc2ccccc2)cc1F
  i | -17 | 13% | -1.6 | -1% | -3 | i | -1%
Cc1ccc(C(=O)NNC(=O)c2n[nH]c(=O)c3ccccc23)cc1C
  i | 8 | -1% | -1.9 | 3% | 7 | i | -1%
CCc1cccc(C)c1NC(=O)COC(=O)Cc1ccccc1
  i | 12 | 5% | -1.3 | . | 1 | i | 6%
Cc1nc(SCC(=O)Nc2cccc(Cl)c2)n[nH]1
  i | 1 | -16% | 0.6 | 2% | -6 | i | 8%
CCOC(=O)c1cnn(Cc2ccccc2Cl)c1N
  i | -5 | 1% | 0.4 | 0% | -3 | -13%[57.5 µM] | -4%
Cn1nnnc1SCC(=O)NCCc1ccc(Cl)cc1
  i | ? | 9% | -0.2 | 1% | -4 | i | 11%
CC1(C(=O)NCc2ccccc2)CN(S(C)(=O)=O)CC(=O)N1Cc1ccc2c(c1)OCO2 (configuration not stated)
  i | -14 | 5% | . | . | -5 | i | 2%
Cn1c(=O)c2c(nc(CN3CCc4ccccc4C3)n2CCCO)n(C)c1=O
  i | 3 | 12% | 2.4 | -2% | 2 | i | 11%
O=C(Cn1cc(C(=O)C(F)(F)F)c2ccccc21)Nc1ccccc1F
  i | 2 | 6% | -0.7 | -4% | -9 | i | -4%
COc1ccc(-c2nnc(SCC(=O)N3CCN(c4ccccc4)CC3)o2)cc1OC
  i | 9 | 7% | 0.4 | -8% | -4 | 14% | -4%
CCc1ccccc1NC(=O)c1ccc2c(O)c(S(=O)(=O)c3ccc(OC)cc3)c(=O)[nH]c2c1
  i | -11 | -1% | 0.6 | -1% | 3 | ? | 1%
COc1ccc(C(CNC(=O)c2cccc(N(C)C)c2)N2CCCC2)cc1 (configuration not stated)
  i | -2 | 2% | -3.1 | -1% | -5 | i | 3%
CSc1ccccc1-c1nnc(-c2ccccc2)o1
  i | -16 | 16% | -3.3 | -11% | -5 | -22% | -7%
COc1ccc(CCN2C(=O)CCC3=C2CCCC3=O)cc1OC
  i | 0 | 5% | 0.5 | . | -6 | -15% | 9%
CC(C)(C)OC(=O)C[C@H]1C/C=C\C[C@H](CC(=O)N[C@H](CO)Cc2ccccc2)C(=O)N2CCC[C@H]2COC1=O
  i | 3 | 4% | 0.4 | 0% | 3 | i | -3%
N[C@H]1C(O)O[C@H](CO)[C@@H](O)[C@@H]1O (some centres not stated)
  i | 2 | 3% | -0.5 | -1% | 5&-2 | i | -4%
CS(=O)(=O)c1ccc2nc(NC(=O)C3CCCO3)sc2c1 (configuration not stated)
  i | 4 | -3% | -3.1 | 1% | 4 | i | 4%
CCOC(=O)c1ccc(NC(=S)NCCCN2CCN(C3CCCCC3)CC2)cc1
  i | -8 | 7% | -5.9 | -1% | -13 | -13% | 1%
CC(=O)Nc1ccc(S(=O)(=O)N2CCCCC2c2cccnc2)cc1 (configuration not stated)
  i | -6 | 2% | -1.8 | 0% | 1 | -5%[57.5 µM] | 21%
Cc1ccc(C(=O)Nc2cccc(C(=O)O)c2)cc1S(=O)(=O)N1CCOCC1
  i | 13 | 1% | -14 | 2% | 3 | -39%[57.5 µM] | -1%
Cc1ccc(CSCC(=O)Nc2cc(S(=O)(=O)N3CCOCC3)ccc2OC(C)C)cc1
  i | 2 | 2% | -4.5 | 1% | -1 | i | -13%
COc1ccc(Nc2ccnc3ccccc23)cc1
  i | -21 | 5% | 2.0 | 1% | -7 | -11% | -2%
COC(=O)c1cccc(S(=O)(=O)N2CCC(NC(=O)NC34CC5CC(CC(C5)C3)C4)CC2)c1
  i | 13 | 0% | 0.6 | 2% | 5 | -8% | -5%
COC(=O)c1ccc(C2C(C(=O)Nc3ccc(C)cc3C)=C(C)Nc3ncnn32)cc1 (configuration not stated)
  i | -2 | 10% | 0.4 | 2% | -5 | 27% | 3%
CC(=O)c1cccc(NC(=O)Nc2cccs2)c1
  i | -51* | 5% | -3.1 | -2% | -11 | i | -8%
COc1ccc(C(=O)Nc2cccc(S(C)(=O)=O)c2)cc1OC
  i | 5 | -2% | -0.2 | -4% | 2 | i | 7%
CC(=O)NC(c1cc(F)c2cccnc2c1O)C1CC1 (configuration not stated)
  . | . | 5% | . | 0%&0% | . | -17% | 2%
O=c1cc(CO)oc(CN2CCN(c3ccccc3F)CC2)c1O
  i | -13 | -15% | 0.2 | 0% | -3 | i | -1%
COc1ccc(CN2C(=O)C(CC(=O)NC3CCCCC3)CC(C(=O)N(C)C)=C2C)cc1 (configuration not stated)
  i | -9 | 3% | 1.3 | . | -11 | -22% | 14%
COc1ccc(-c2nc3cnccn3c2NCc2ccccc2)cc1SC1CCCCC1
  i | 97 | 3% | 1.4 | -2% | 40* | -23% | -20%
N#CCC(CNc1ncc(C(F)(F)F)cc1Cl)OC(=O)c1c(F)cccc1F (configuration not stated)
  i | -11 | 13% | -11 | . | -9 | i | -24%
CCCC(=O)NC1C2CC3CC(C2)CC1C3 (configuration not stated)
  i | 9 | 4% | 0.3 | -12% | 2 | i | -1%
COc1ccccc1S(=O)(=O)Cc1ccc(C(=O)NCc2ccc(C)cc2)o1
  i | -7 | -2% | 1.6 | ? | 1 | i | -7%
O=C(Cc1cccs1)N[C@@H]1c2ccccc2CC[C@@H]1OCc1ccccc1
  i | 0 | 11% | -1.1 | -2% | 0 | i | 2%
COc1ccc(C(C)(O)c2nc(-c3ccc4c(c3)OCO4)cs2)cc1 (configuration not stated)
  i | -7 | 20% | -1.6 | . | -15 | -34%[inhibitor] | 10%
O=C(Nc1ccc2c(c1)OC1(CCCC1)O2)C1CC1
  i | 19 | 5% | -0.5 | 0% | -7 | -40%[inhibitor] | -1%
Cc1ccc(C(=O)NC(=S)Nc2ccc(S(=O)(=O)N3CCN(C)CC3)cc2)cc1
  i | -21 | 13% | -2.8 | -2% | 10 | -19% | -10%
Cc1c(C(=O)N2CCCCC2)c(S(=O)(=O)NCCc2ccccc2)c(C)n1C
  i | 6 | -1% | -6.0 | -7% | -4 | -6% | 3%
O=c1c(-c2nnc(SCc3ccc(Cl)cc3)o2)cccn1Cc1ccccc1
  i | 14 | 5% | -1.6 | -6% | -11 | i | -7%
CCOC(=O)N1CCC(NC(=O)CCc2cn(C)c3ccccc23)CC1
  i | -11 | -2% | -7.4 | 0% | 16 | -9%[57.5 µM] | 0%
O=C(c1c(F)cccc1F)N(Cc1cccs1)C1CCCC1
  i | ? | 13% | 0.5 | 0% | 2 | -44%[inhibitor] | -25%
CCOc1ccc2[nH]c(=O)c(CN(Cc3cccs3)C(CC)c3nnnn3C(C)(C)CC)cc2c1 (configuration not stated)
  i | 5 | 2% | -1.1 | 1% | 2 | i | -9%
CC(=O)c1ccc(NC(=O)COC(=O)c2c3c(nc4ccccc24)/C(=C\c2cccs2)CCC3)cc1
  i | -6 | 9% | -9.6 | 0% | -1 | i | -3%
CCOC(=O)N1CCC(NC(=O)c2ccc(CS(=O)c3cccc(Cl)c3)o2)CC1 (configuration not stated)
  i | 11 | -5% | 0.5 | -3% | -8 | -41%[inhibitor] | -2%
O=S(=O)(c1ccc(NCC2CCCCC2)nc1)N1CCOCC1
  i | 9 | 7% | 1.8 | 1% | -4 | -7%[57.5 µM] | 10%
CCC(=O)c1ccc2ncccc2c1
  i | 8 | 3% | -2.1 | 2% | -1 | i | 3%
CC1(C(=O)NS(=O)(=O)c2ccc(F)cc2F)CCN1C(=O)c1ccc(C2CCCCC2)cc1 (configuration not stated)
  i | 0 | 0% | -1.0 | . | 12 | i | -18%
COc1ccc(NC(=O)CSc2nccn2Cc2ccccc2)c(OC)c1
  i | 12 | 13% | -5.0 | 3% | 2 | -70%[inhibitor] | 12%
CC(=O)N1Cc2cc(C(=O)NCc3cccc(F)c3)nc(-c3cccc(C4=CCCC4)c3)c2[C@H]1CCO
  i | 4 | 13% | -0.8 | . | -5 | -19% | 1%
